Assay outcomes: PubChem BioAssay, several laboratories
PKA-R2B act – PKA-R2B complex activation; P22694+P31323; activation, % at 11.4 µM; PKA-R2B holoenzyme dissociation, Cy5-IP20 fluorescence polarization; R2B truncated from residue 108, S112A mutant; 0% DMSO only, 100% 113 µM cGMP; AID 504700; 0.079% of 340,000 active;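 active = activation above a cutoff set at the mean over all compounds plus 3 SD, cut at about 18% in these data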;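 note: higher means more holoenzyme dissociation and a rise in polarization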
Target sequence (P31323 whole entry, looked up, other chains not shown, the tested form may be a part): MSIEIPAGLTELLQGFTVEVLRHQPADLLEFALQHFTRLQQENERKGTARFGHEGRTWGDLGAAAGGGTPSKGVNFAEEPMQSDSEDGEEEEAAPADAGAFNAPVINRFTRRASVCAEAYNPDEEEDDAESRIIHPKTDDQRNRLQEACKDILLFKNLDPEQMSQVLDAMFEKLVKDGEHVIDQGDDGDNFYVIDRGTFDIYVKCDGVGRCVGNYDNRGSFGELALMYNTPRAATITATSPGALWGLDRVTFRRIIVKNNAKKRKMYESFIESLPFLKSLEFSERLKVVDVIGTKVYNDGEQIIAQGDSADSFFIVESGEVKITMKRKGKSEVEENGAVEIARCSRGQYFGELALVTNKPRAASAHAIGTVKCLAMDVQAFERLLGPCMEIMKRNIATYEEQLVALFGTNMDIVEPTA
PKA-R1A activ – activates the PKA-R1A holoenzyme complex; P00514+P68181; PKA-R1A dissociation, Cy5-IP20 fluorescence polarization; scaled: DMSO 0%, 113 µM cGMP 100%; activation, % at 11.4 µM; 0.083% of 340,000 active; AID 504707;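 active = percent activation above the mean of all tested compounds plus 3 SD, cut at about 19% in these data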;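 note: higher means more PKAc released from R1A so a rise in polarization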
Arrestin-AP2 inh – blocks beta-arrestin peptide binding to AP2 adaptin; inhibition, % at 10 µM; 0.31% of 340,000 active; AID 504490; FITC-arrestin peptide / GST-AP2 beads, flow cytometry; AP2 beta2 appendage carries R879A mutation;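 active = inhibition above a set limit, near 3 SD of compounds lacking own fluorescence, cut at about 54% in these data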;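 note: plate controls were DMSO wells for no effect and 5 µM unlabelled arrestin peptide for full effect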
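System: GST-AP2 R879A glutathione beads. Medium: PBS with 0.05% Tween 20 and 0.1% BSA. Also added: FITC-arrestin peptide, 50 nM. Incubation: 12 min plus 1 h, RT. Measured by: high-throughput flow cytometry of beads, ex 488, em 535 nm. Evaluation: percent drop in bead-associated FITC signal.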
DSG3 Ab inh – blocks pemphigus antibody binding to human desmoglein-3; P32926; DSG3-coupled beads, scFv-anti-DSG3-GFP binding, flow cytometry; stronger effect = lower value; binding (percent of control), % at 10 µM; 0.48% of 310,000 active; AID 588358;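 active = binding more than 3 SD below its plate's average and above zero; inconclusive = below that plate limit but binding exactly zero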;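 note: hits lower antibody fragment binding to DSG3; some compounds called inactive have numbers as strong as hits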
SR-BI HDL uptake – mouse SR-BI HDL lipid transfer inhibition | 0.96% of 320,000 active | inhibition, % at 12.5 µM | ldlA[mSR-BI] CHO cells, DiI-HDL uptake fluorescence, 3 h;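 active = mean replicate inhibition of at least 70% and a set share of replicates each scoring 70 or more; inconclusive = meets just one of the two criteria; inactive = fails both criteria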;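 note: 0% = median of neutral control wells and 100% = median of positive control wells; values of inactives mirror those of a sister screen read the other way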
dFosB activator – mouse delta FosB homodimer activation; purified delta FosB, TAMRA-CDK5 oligo fluorescence polarization; percent of positive-control signal above neutral wells; activation, % at 25 µM; 0.99% of 340,000 active; AID 493131;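 active = mean activation above about 17%, with every replicate also reaching it, limit read from the data, passing the limit was not always enough; inconclusive = only one of the two conditions met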;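 note: fluorescence polarization rise as delta FosB binds a TAMRA Cdk5 AP-1 oligo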
Target sequence (P13346 whole entry, looked up): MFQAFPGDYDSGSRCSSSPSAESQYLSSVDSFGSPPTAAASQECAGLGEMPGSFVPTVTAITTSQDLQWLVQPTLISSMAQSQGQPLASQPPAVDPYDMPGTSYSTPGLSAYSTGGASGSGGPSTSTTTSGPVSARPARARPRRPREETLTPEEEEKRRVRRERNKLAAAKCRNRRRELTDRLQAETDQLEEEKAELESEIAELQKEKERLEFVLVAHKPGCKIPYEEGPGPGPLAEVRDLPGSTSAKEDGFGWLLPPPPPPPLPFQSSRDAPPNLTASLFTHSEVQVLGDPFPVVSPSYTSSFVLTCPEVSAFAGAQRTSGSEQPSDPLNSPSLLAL
MITF TRPM1 HTS – increases MITF-driven TRPM1 promoter luciferase signal; 0.75% of 300,000 active; SK-MEL-5 TRPM1-promoter luciferase, 24 h; % of positive control, neutral wells = 0; AID 588334; activation, % at 12.5 µM;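 active = mean activation of at least 80% with every replicate also reaching 80%; inconclusive = mean reaches 80% but some replicate falls short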;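 note: 0% = neutral control wells and 100% = parthenolide positive control wells; values of inactives mirror those of a sister screen read the other way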
SR-BI DiI-HDL act – activators of SR-BI mediated HDL lipid uptake. CHO ldlA[mSR-BI] cells, DiI-HDL uptake fluorescence, 3 h; 100 = double the neutral-control signal. activation, % at 12.5 µM. 0.096% of 320,000 active. AID 504775;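 active = mean replicate activation of at least 60% and every replicate at or above 60%; inconclusive = mean or all-replicate condition met, but not both; inactive = mean below 60% and not all replicates reaching 60%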;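 note: 0% = median plate neutral-control signal and 100% = twice that signal; values of inactives mirror those of a sister screen read the other way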
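Test system: SR-BI-overexpressing, LDLR-lacking CHO cells; Also added: labelled HDL, 10 µg/mL; Measured by: bottom-read cell fluorescence after medium removal, ex 550/em 595 nm; Timing: 3 h uptake period with compound, 37 °C; Buffer or medium: F12, 0.5% BSA, 25 mM HEPES; Doses: single compound concentration, delivered by pin transfer.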
CDK5 inh – blocks human CDK5/p35 kinase activity. Q00535+Q15078. Recombinant CDK5/p35, ADP-Glo luminescence, 60 min. 0.01% of 330,000 active. inhibition, % at 10 µM. AID 488839;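 active = highest replicate inhibition of at least 50% and at least 75% of replicates reaching 50%; inconclusive = only one of the two criteria met; inactive = both criteria failed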;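 note: plate controls were DMSO neutral control for no effect and GW8510 at 10 µM for full effect; many of its hits are not listed in these tables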
NSD2 inh – blocks human histone methyltransferase NSD2; O96028; NSD2 peptide methylation, AlphaScreen, 120 min; inhibition, % at 12.5 µM; 0.54% of 310,000 active; AID 743445; in the data active = inhibition above about 50%
Mot1-301 SUMO – blocks SUMOylation pathway, rescuing yeast Mot1-301 growth | growth rescue, % at 18.8 µM | 1% of 320,000 active | S. cerevisiae Mot1-301 growth rescue, ATP luminescence, 38.5C; percent above DMSO median, 100 means doubled;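 active = every valid replicate shows activation above 250% relative to neutral control wells; inactive = the rest, any valid replicate at or below 250%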;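 note: OY570 slx delta 5 strain wells were the positive control but not used for scaling; some compounds called inactive have numbers as strong as hits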
Active calls of the source: *; ? = inconclusive; nt = no result given.

PKA-R2B act	PKA-R1A activ	Arrestin-AP2 inh	DSG3 Ab inh	SR-BI HDL uptake	dFosB activator	MITF TRPM1 HTS	SR-BI DiI-HDL act	CDK5 inh	Compound	NSD2 inh	Mot1-301 SUMO
-6	-12	-1	93	4	-2	-1	-4	1.3	COc1ccc(N(C(=O)c2ccco2)C(C(=O)NC2CCCC2)c2cc(OC)c(OC)c(OC)c2)cc1 (configuration not stated)	-4	7
0	-20	3	107	32	6	-6	-32	-0.5	COc1ccccc1N1CCN(C(=O)COc2ccc(Cl)cc2Br)CC1	1	nt
1	-2	4	108	-29	6	7	29	-0.9	CN(C)CCCNC(=O)CCC1CCCCC1	1	20
-9	-16	-13	102	-24	-3	-5	24	0.1	Cc1ccc(S(=O)(=O)Nc2cccc(C(=O)NCC3CCCO3)c2)cc1F (configuration not stated)	-2	-9
-11	-7	5	102	-27	-4	-6	27	-0.1	O=S(=O)(Nc1ccc(Cc2ccncc2)cc1)c1ccc(Cl)c(Cl)c1	-4	22
5	7	37	123	50	-13	-12	-50	-2.5	CCOC(=O)c1sc2ncnc(N3CCN(c4ccc(OC)cc4)CC3)c2c1C	5	623*
-6	3	-8	105	-30	-5	4	30	0.5	CCOC(=O)N1CCN(C(c2ccccc2)c2sc3nc(C)nn3c2O)CC1 (configuration not stated)	-3	47
2	-1	-4	100	7	-3	-5	-7	0.6	Cc1cc(C(F)(F)F)c(C#N)c(SCC(=O)NC2CC2)n1	-2	-8
-10	-2	9	nt	-3	-10	-4	3	-4.6	COC(=O)c1ccc(CC(=O)c2c(C)cc(O)cc2O)o1	-2	94
-7	7	-2	121	-3	-3	nt	3	-2.8	COc1cc(Br)c(C2CC(=O)Nc3cc(OC)c(OC)cc32)cc1OC (configuration not stated)	3	-12
3	-3	7	86	7	-10	0	-7	0.3	N#Cc1nc(-c2ccccc2Cl)oc1NCc1ccco1	-1	-1
-14	-13	9	108	-24	-3	23	nt	-4.5	Cc1cc(N2CCN(C)CC2)nc(N2CCOCC2)n1	-1	8
-14	6	-13	100	-14	-5	-14	14	0.2	COc1ccc(-n2nc3c(c2NC(=O)c2ccc(S(=O)(=O)N4CCOCC4)cc2)CS(=O)(=O)C3)cc1	1	-12
-9	6	7	104	18	10	88*	-18	-0.6	O=C(Nc1ccc2c(c1)CCC2)c1c(F)cccc1Cl	-1	-7
-13	1	2	nt	nt	-17	8	nt	-0.7	CCCc1cc2nnc(SCC(=O)N(C)C3CCCCC3)n2c(N)n1	1	-11
-6	-1	40	nt	9	-2	nt	-9	0.8	COC(=O)c1cc(OC)c(OC)cc1NC(=O)c1cc(C(C)(C)C)oc1C	-4	3
6	-2	8	103	-1	-7	-91	1	-1.0	CCCCC1CCC(C(=O)N(CCCC)c2c(N)n(CCCC)c(=O)[nH]c2=O)CC1 (configuration not stated)	-2	6
-1	-15	-7	98	nt	-2	5	nt	-1.6	Cc1ccc(C)c(NC(=O)CCN2C(=O)[C@@H]3Cc4ccccc4CN3C2=O)c1	-5	5
-5	1	21	92	-10	0	-3	10	-0.1	O=C1CC(N2CCN(CCc3ccccn3)CC2)C(=O)N1c1ccc(Cl)cc1 (configuration not stated)	-4	nt
-3	-10	1	105	0	-6	3	0	-8.8	Nn1c(SCC(=O)Nc2cccc(Br)c2)nnc1C1CC1	-3	5
5	4	-1	97	5	-11	-18	-5	2.2	CCC(=O)Nc1cc(-c2nn(C)c(=O)c3ccccc23)ccc1OC	0	-1
-14	-2	-7	113	-2	-3	-5	2	1.3	Cc1ccnc(NC(=O)c2ccc(S(=O)(=O)N3CCCC3)cc2)c1	0	-2
3	-4	-3	nt	nt	-6	15	nt	0.5	COc1ccc(C2=NN(c3ccc(C(=O)O)cc3)C(c3ccc(OC)c(OC)c3)C2)cc1 (configuration not stated)	-47	72
-9	-5	1	97	2	3	-24	-2	0.4	Nc1nnc(Cc2c[nH]c3ccccc23)s1	-1	54
-1	-6	-6	107	-10	-58	-4	10	-0.2	N#CC12COC3(CCCCC3C1(C#N)C#N)OC2=N (configuration not stated)	0	-4
-14	-11	4	104	67	-10	-5	-67	0.8	CC(C)Cn1c(N)c(C(=O)CSc2nc3ncc(Cl)cc3[nH]2)c(=O)n(C)c1=O	-2	6
-7	-9	3	102	-16	-9	nt	16	0.1	O=C1CC(=O)Nc2cc(S(=O)(=O)N3CCOc4ccc(Cl)cc43)ccc2N1	nt	3
-7	-7	-7	97	12	-1	-8	-12	-2.6	CN(CC(=O)Nc1c(Cl)cccc1Cl)C(=O)c1cccc(-n2cccc2)c1	8	12
2	-9	9	99	-4	5	6	4	0.3	O=C(NCc1ccc(Cl)cc1)c1cccnc1	-4	-4
-5	1	9	95	-8	-4	6	8	0.7	O=C(Cn1c(=O)n(Cc2ccco2)c(=O)c2c3c(sc21)CCCCC3)Nc1ccccc1	44	-5
-3	0	5	172	57	0	nt	-57	-0.7	COc1cc(NC(=O)c2ccc(C)cc2)ccc1NC(=O)c1cc2ccccc2o1	1	5
0	-4	6	99	-1	-40	nt	10	-0.1	Cc1cnc(N)c2c(=O)oc3ccccc3c12	nt	173
-13	-1	1	101	-4	3	-9	4	2.0	CC(C)OC(=O)CCCCCN1C(=O)CSC1=S	-3	-9
-6	-3	13	100	3	-8	42	-3	1.7	O=C(NCCCc1ccccc1)c1cnc2n(c1=O)CCS2	-3	-6
7	-7	26	106	117*	6	-75	-117	3.8	N#CC(c1cccc(Cl)c1)c1ccc2c(C(F)(F)F)cc(C(F)(F)F)nc2n1 (configuration not stated)	5	-16
-5	9	11	102	-26	-3	nt	26	-1.4	COc1ccc(CC(NC(C)=O)C(=O)NC2CCN(C(=O)c3cnccn3)CC2)cc1 (configuration not stated)	-2	67
-3	4	-15	104	-6	-2	-7	6	1.7	Cc1cc(Br)ccc1NC(=O)CN(C)C(=O)c1cc(S(=O)(=O)N(C)C)ccc1N1CCCC1	3	-18
0	-1	24	92	23	-1	107*	-23	-0.1	COc1ccc(-c2ccc(C(=O)C3CC3)cc2)cc1	1	-4
-3	0	0	83	-37	0	0	37	-2.7	CN(C)C(=O)N1CCCC(C(=O)NCc2cccs2)C1 (configuration not stated)	5	-17
-6	-3	-2	106	-28	2	-42	28	-0.5	CC(OC(=O)c1ccc([N+](=O)[O-])o1)C(=O)NC1CCCCC1C (configuration not stated)	1	-21
12	6	53	102	-5	-4	-9	5	0.6	CCOC(=O)Cc1csc(SC(C)C(=O)NCC(=O)Nc2ccc(F)c(F)c2F)n1 (configuration not stated)	0	3
6	-8	2	69	-22	-4	-13	22	1.9	Cc1ccccc1-n1c(SCC(=O)N2CCCC2)nnc1-c1ccccn1	-5	11
-6	3	-1	102	nt	0	33	nt	-1.4	CC(/C=C/c1ccccc1)=N\Nc1nc(C)cc(C)n1	0	8
7	-1	-7	98	-17	-2	78	17	-0.4	O=C(Nc1nnc(C2CC2)s1)c1cccs1	0	-2
-4	-4	6	115	-135	-4	-15	?	-6.1	COc1ccc(OC)c(CN2CCN(Cc3cc(OC)c(OC)c(OC)c3)CC2)c1	4	-4
-8	4	-1	102	2	-21	-7	-2	-1.7	CC(=O)CSc1nnc2cc(C)c3ccccc3n12	-1	-3
-7	0	15	105	-19	6	-46	19	0.4	CN(C)CCCNC(=S)NCC(c1ccc(Cl)cc1Cl)c1c[nH]c2ccccc12 (configuration not stated)	7	8
6	-5	-1	107	15	-4	-8	-15	-0.3	CN(C(=O)c1ccc(NC(=O)Cc2ccc(NC(=O)C3CCN(C(=O)CCc4ccccc4)CC3)cc2)cc1)C1CCCC1	nt	nt
2	-4	-6	101	-18	-9	-1	18	-0.1	O=C(O)c1cccc(NC(=S)NC(=O)c2ccc(-c3ccccc3)cc2)c1	-1	0
7	10	14	89	nt	-20	-4	nt	0.8	COc1ccc(N2CCN(C(=O)CCCCn3c(=O)[nH]c4ccsc4c3=O)CC2)cc1	5	nt
5	8	-3	100	1	-3	34	-1	-2.7	Cc1cccc(N2CCN(c3nc4ccccc4n4cnnc34)CC2)c1C	nt	-5
-19	0	9	98	-13	-12	75	13	1.3	N/C(=N\OC(=O)/C=C/c1ccccc1)c1ccccc1	-2	24
0	6	-18	101	18	10	50	-18	1.1	Cc1ccc(Nc2nc(N)c(C#N)c(CC#N)c2C#N)cc1	-2	nt
9	6	28	101	26	-12	4	-26	-1.5	CC(=O)NCCc1ccc(-c2csc(NC(=O)C3CC(=O)N(C4CCCC4)C3)n2)cc1 (configuration not stated)	5	nt
4	-5	2	112	8	3	-11	-8	-5.4	Cc1nnsc1C(=O)Nc1ccc(S(=O)(=O)N2CCCC(C)C2)cc1 (configuration not stated)	35	nt
4	1	8	96	0	-7	-9	0	-0.7	COc1ccc(OC)c(S(=O)(=O)N2CCN(c3ncccn3)CC2)c1	1	0
5	-4	2	101	nt	-5	5	nt	-0.7	Cc1cc(=O)[nH]c2nnnn12	-1	-17
-6	-7	8	102	19	2	0	-19	-1.7	COc1ccc(N2CCN(C(=O)CSc3nnc(COc4cccc5cccnc45)o3)CC2)cc1	-1	4
-4	-1	15	111	88*	1	-27	-88	0.3	O=C(Nc1ccccc1)c1ccc(Nc2c([N+](=O)[O-])cc([N+](=O)[O-])c3ccccc23)cc1	1	0

A run of entries from the list above, as a working copy:
PKA-R2B act	PKA-R1A activ	Arrestin-AP2 inh	DSG3 Ab inh	SR-BI HDL uptake	dFosB activator	MITF TRPM1 HTS	SR-BI DiI-HDL act	CDK5 inh	Compound	NSD2 inh	Mot1-301 SUMO
2	-4	-6	101	-18	-9	-1	18	-0.1	O=C(O)c1cccc(NC(=S)NC(=O)c2ccc(-c3ccccc3)cc2)c1	-1	0
7	10	14	89	nt	-20	-4	nt	0.8	COc1ccc(N2CCN(C(=O)CCCCn3c(=O)[nH]c4ccsc4c3=O)CC2)cc1	5	nt
